# CXCR6 inh – CXCR6 receptor inhibitors, primary screen, cell-based, beta-arrestin, luminescence, CHO-K1 PathHunter, 1536-well; inhibition, % at 20 µM; 360,000 tested, 0.36% active; AID 602244, 2012; C-X-C chemokine receptor type 6 (Homo sapiens), O00574; in the data active means inhibition above about 34%, passing the limit was not always enough;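 further: antagonist mode with CXCL16 agonist at 10 nM final; 0% = 10 nM CXCL16 with DMSO and 100% = unstimulated wells without agonist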
# Target sequence (O00574 whole entry, looked up): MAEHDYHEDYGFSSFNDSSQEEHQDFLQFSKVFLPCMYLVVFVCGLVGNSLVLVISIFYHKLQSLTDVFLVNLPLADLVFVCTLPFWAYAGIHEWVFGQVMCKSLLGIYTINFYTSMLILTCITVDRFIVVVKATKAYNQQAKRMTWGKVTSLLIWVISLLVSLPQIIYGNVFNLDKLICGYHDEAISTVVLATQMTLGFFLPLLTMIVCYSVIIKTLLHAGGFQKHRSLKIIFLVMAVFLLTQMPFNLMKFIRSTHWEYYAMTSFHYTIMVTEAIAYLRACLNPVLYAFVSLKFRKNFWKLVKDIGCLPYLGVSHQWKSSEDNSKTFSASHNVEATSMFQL
# UBC13 inh – UBC13 polyubiquitin chain formation inhibitors, primary screen, biochemical, TR-FRET, uHTS. Ubiquitin-conjugating enzyme E2 N (Homo sapiens), P61088. inhibition, % at 20 µM. 330,000 tested, 0.47% active. AID 485273, 2010; in the data active means inhibition above about 45%, passing the limit was not always enough
# Target sequence (P61088 whole entry, looked up): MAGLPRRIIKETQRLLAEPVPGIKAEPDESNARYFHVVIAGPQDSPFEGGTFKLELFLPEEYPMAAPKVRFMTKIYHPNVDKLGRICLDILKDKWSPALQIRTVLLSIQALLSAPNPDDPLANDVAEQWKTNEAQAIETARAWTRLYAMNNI
# 697 NFkB inh – inhibitors of PMA/ionomycin-induced NF-kB reporter, 697 cells, primary screen, B-cell NF-kB inhibitor project, cell-based, luminescence, uHTS. inhibition, % at 4 µM. 330,000 tested, 0.33% active. 697 B-cell NF-kB luciferase reporter, 16 h. AID 435022, 2010; in the data active means inhibition above about 35%
# EBI2 block – EBI2 receptor antagonists, beta-arrestin recruitment, primary screen, cell-based, luminescence, 7a,25-OHC stimulation, uHTS. G-protein coupled receptor 183 (Homo sapiens), P32249. 7a,25-OHC stimulated. inhibition, % at 5 µM. 360,000 tested, 0.81% active; in the data active means inhibition above about 38%;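 further: enzyme fragment complementation signal reports receptor beta-arrestin coupling in cells; 0% = agonist plus DMSO wells and 100% = wells without agonist; some results beyond the cut were filed as inactive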
# CCR6 antagonist – CCR6 receptor antagonists, primary screen, cell-based, CHO-K1, luminescence, beta-arrestin, uHTS; C-C chemokine receptor type 6 (Homo sapiens), P51684; CHO-K1 CCR6 PathHunter beta-arrestin, CCL20-stimulated; inhibition, % at 20 µM; 340,000 tested, 0.49% active; AID 493098, 2011;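 active means compounds whose inhibition of the agonist-driven luminescence signal at 20 µM reaches about 50%, limit read from the data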;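 further: cells stimulated with CCL20 at 14 nM final; plate controls were DMSO with CCL20 for no effect and DMSO without agonist for full effect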
# Target sequence (P51684 whole entry, looked up): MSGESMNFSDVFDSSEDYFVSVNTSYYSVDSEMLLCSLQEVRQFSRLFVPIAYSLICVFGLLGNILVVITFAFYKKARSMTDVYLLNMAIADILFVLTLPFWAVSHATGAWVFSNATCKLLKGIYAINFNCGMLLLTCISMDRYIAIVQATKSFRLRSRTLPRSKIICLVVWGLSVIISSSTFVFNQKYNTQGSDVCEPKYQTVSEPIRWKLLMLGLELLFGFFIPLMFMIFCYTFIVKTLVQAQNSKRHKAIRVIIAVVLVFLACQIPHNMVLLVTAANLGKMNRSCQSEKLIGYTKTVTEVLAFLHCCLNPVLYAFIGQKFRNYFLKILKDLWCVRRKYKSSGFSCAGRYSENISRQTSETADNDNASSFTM
# Jurkat NFkB inh – inhibitors of induced NF-kB luciferase reporter, primary screen, TCR NF-kB activation inhibitor project, cell-based, luminescence, uHTS; inhibition, % at 4 µM; 330,000 tested, 0.53% active; AID 435003, 2010; Jurkat, PMA/ionomycin-induced NF-kB luciferase reporter; in the data active means inhibition above about 50%
# APJ antagonist – antagonists of human apelin receptor APJ, primary screen, CHO-K1 cells, beta-arrestin complementation, luminescence. P35414. inhibition, % at 20 µM. 330,000 tested, 0.32% active. AID 2521, 2010;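 active means inhibition above about 40% at 20 µM, limit read from the data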;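 further: cells challenged with 10 nM apelin-13 agonist together with compound; plate controls were apelin-13 plus DMSO wells for no effect and DMSO wells lacking apelin-13 for full effect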
# Gli-Sufu antag – Gli-Sufu pathway antagonists, primary screen, luciferase luminescence, Sufu-KO-LIGHT cells, uHTS. 340,000 tested, 0.74% active. AID 588413, 2011. Sufu-KO-LIGHT fibroblasts, Gli luciferase reporter luminescence. inhibition, % at 5 µM;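 active means inhibition above about 55%, limit read from the data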;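 further: 0% = DMSO-treated cells and 100% = wells with medium but no cells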
# The depositor's hits bear a star; nt = not tested or not shown.
item	SMILES	CCR6 antagonist	Gli-Sufu antag	CXCR6 inh	EBI2 block	UBC13 inh	APJ antagonist	Jurkat NFkB inh	697 NFkB inh
1	Nc1n[nH]c2cccc(Cl)c12	-3	-2	-4	-7	0	1	18	25
2	Nc1[nH]ncc1-c1ccc(F)cc1	-5	-11	-9	-14	-7	-9	-7	13
3	COc1ccc(C(=O)N[C@H](C(=O)NCc2ccc(C)cc2)C(C)C)cc1	4	-7	-8	-17	-3	4	12	-26
4	O=C(Cc1cccs1)N1CCCC(c2nc3c(nnn3Cc3ccc(F)cc3)c(=O)[nH]2)C1 (centres undefined)	-11	6	-6	-5	6	-6	4	19
5	CCSc1nnc(NC(=O)CCN2C(=O)C3CCCCC3C2=O)s1 (centres undefined)	5	-6	-3	-6	-14	-35	-15	-3
6	Cc1ccc(C)c(C(C)NC(=S)NC2CCCCC2)c1 (centres undefined)	12	8	2	3	-1	9	2	-11
7	CCOc1cc(CNCC(C)C)cc(Cl)c1OCc1ccccc1	-2	20	-16	-14	14	3	5	5
8	O=C(Cc1ccc(Cl)cc1)N1CCc2ccccc2C1	12	-31	-1	8	8	15	-27	-31
9	CCOC(=O)c1c(C)[nH]c(C(=O)OCC(=O)N2CCCC2=O)c1C	4	-11	-6	-2	5	-2	-1	-32
10	O=C(CSc1nnc(NC(=O)C2CC(=O)N(c3ccc(F)cc3)C2)s1)NCC1CCCO1 (centres undefined)	6	-8	-5	-4	-2	4	15	15
11	CCOc1ccc(N(C(=O)c2ccc(S(=O)(=O)N3CCCC3)cc2)C2C=CS(=O)(=O)C2)cc1 (centres undefined)	15	1	-4	5	0	15	2	-17
12	O=C1CS(=O)(=O)c2ccccc2N1	16	6	-5	3	-5	-25	6	2
13	COC(=O)[C@@]1(Cc2ccccc2)[C@H]2C(=O)N(Cc3ccccc3)C(=O)[C@H]2[C@H]2CN=C(SCc3ccc(C)cc3)N21	26	5	2	9	nt	nt	nt	10
14	C(=N\Nc1ccccn1)/c1ccc2c(c1)OCCO2	6	-118	0	11	-1	-8	-172	-213
15	CC1(C(=O)N2CCC(CC3CC(c4ccc(Cl)cc4)=NO3)(C(=O)NCC3CCCCC3)CC2)CC1 (centres undefined)	17	4	6	16	1	0	11	30

# Taken from above:
# compound 7 | UBC13 inh: 14
# compound 13 | Gli-Sufu antag: 5

# Next structures follow:
item	SMILES	CCR6 antagonist	Gli-Sufu antag	CXCR6 inh	EBI2 block	UBC13 inh	APJ antagonist	Jurkat NFkB inh	697 NFkB inh
16	Cn1cccc1Cc1nnc(SCC(=O)Nc2ccc3c(c2)OCO3)n1CCc1ccccc1	6	3	2	36	10	21	11	5
17	N#Cc1c(N)sc(=S)c2c1CCCCC2	6	-11	4	-2	-1	0	4	4
18	CC(OC(=O)CSc1ccccc1)C(=O)NC1CCCCC1C (centres undefined)	3	0	-1	4	3	6	20	10
19	COCc1cc(=O)oc2cc(NC(=O)c3ccc(C(C)(C)C)cc3)ccc12	-1	3	11	-5	-3	14	-30	-6
20	CC(=O)c1ccc(NC(=O)CN2CCOCC2)cc1	7	-1	0	-11	4	2	-1	7
21	CCOC(=O)c1c(C)c(C(=O)N2CCN(c3cccc(Cl)c3)CC2)c(C)n1C	4	14	2	-4	2	9	3	11
22	Cc1cc(NC(=O)C(C)Oc2ccc(Cl)cc2Cl)no1 (centres undefined)	-1	-4	-4	-2	4	13	-14	-9
23	NC(=O)c1cccc(NC(=O)Nc2ccc(Cl)cc2)c1	4	-18	-3	1	-3	9	-54	-27
24	C/C(=N\NC(=O)c1ccc(Cl)cc1)c1cccc(NC(=O)c2cccnc2)c1	7	-39	-9	-6	-11	-9	-27	-31
25	Cc1cc(C)n(-c2nc(NCC3CCCO3)c3c4c(sc3n2)COC(C)(C)C4)n1 (centres undefined)	21	5	nt	nt	-3	12	-16	9
26	CS(=O)(=O)c1nc(-c2cccs2)cc(C(F)(F)F)n1	nt	nt	nt	nt	-1	28	48	-37
27	CCC1CCC2(CC1)NNC(=S)NN2	-9	27	-15	-1	-1	-5	-4	11
28	Cc1cc(-n2c(C)cc(C(=O)CSc3[nH]c(=O)cc(C(F)(F)F)c3C#N)c2C)no1	4	-4	0	-4	1	3	2	18
29	COc1ccc(NC(=O)CC#N)cc1OC	-23	2	-8	-1	7	5	9	26
30	CCOC(=O)c1cnn(-c2ccccc2)c1NC(=O)c1ccccc1C	8	2	6	1	-4	-32	-1	1
31	O=C(Nn1cnnc1)c1cc(-c2cccc(Br)c2)nc2ccccc12	5	-4	-1	-1	-1	12	1	1
32	COCc1nc(-c2cc(Br)ccc2OC)no1	8	2	3	2	-5	4	-27	-10
33	O=C(OCc1ccccc1F)c1cc([N+](=O)[O-])ccc1N1CCOCC1	20	-10	1	5	-5	5	-20	-20
34	CCOc1cc(C2C3=C(CC(C)(C)CC3=O)N(C)C3=C2C(=O)CC(C)(C)C3)ccc1O	16	-1	-10	6	-25	-13	6	-10
35	CCOC(=O)N1CCC(NC(=O)c2ccc(CNS(=O)(=O)c3ccc(F)cc3)cc2)CC1	-3	4	-2	-2	1	-8	-7	4
36	COc1cccc(C2CC(c3ccc(NS(C)(=O)=O)cc3)=NN2C(=O)c2ccccc2)c1OC (centres undefined)	3	1	-3	7	8	11	6	24
37	CCOC(=O)Nc1ccc(S(=O)(=O)N(C)C(C)C)cc1	1	-1	0	-4	-16	-3	-18	-37
38	C/C(=N\NC(=O)c1c(Cl)cnn1C)c1cccc(NC(=O)C(C)C)c1	4	9	-3	-5	6	7	8	15
39	O=C(COC(=O)CCS(=O)(=O)c1ccccc1)Nc1cc(S(=O)(=O)N2CCCCC2)ccc1Cl	-1	-8	-5	-5	-3	-59	7	-1
40	CC(=O)c1c(C)[nH]c(C(=O)OCC(=O)N2CCc3ccccc32)c1C	7	-54	-10	8	-11	1	-34	-49
41	Cc1ccsc1/C=N/NC(=O)c1ccco1	-12	-25	-5	-6	1	5	-13	12
42	Cc1nn(C)c(Cl)c1CN1CCCC(CO)(Cc2ccccc2)C1 (centres undefined)	9	16	-5	-2	0	2	4	7
43	COc1cc(Cl)ccc1OCc1cc(C(=O)N[C@H]2CCCCNC2=O)no1	0	-20	-4	-5	2	-5	-33	-47
44	COc1ccc(C(=O)CC(=O)c2ccccc2)cc1	5	-31	-1	9	5	-1	-114	-138
45	CCOC(=O)CC1C(=O)NCCN1C(=O)c1cc2c(=O)n3cccc(C)c3nc2s1 (centres undefined)	9	-10	5	-4	21	-3	-4	-9
46	CC1=NN(c2ccccc2)C(=O)/C1=C\c1cc(C)n(-c2cccnc2)c1C	25	1	18	16	-19	26	-1	-6
47	O=C(NCC1([N+](=O)[O-])CN(C(=O)c2ccccc2)CN(C(=O)c2ccccc2)C1)c1ccccc1	-4	6	-4	-8	-8	-5	-9	13
48	CN(NC(=O)c1ccc(Cl)cc1Cl)C1=NS(=O)(=O)c2ccccc21	-1	8	-3	-7	1	-3	-7	6
49	CCC/C(=N/NC(=O)c1ccccc1Cl)c1ccccc1	1	-4	-3	-3	0	-1	-2	-2
50	CCOC(=O)C1(C)Oc2cccnc2NC1=O (centres undefined)	1	14	-1	0	-5	6	-1	17
51	CCn1c(NCc2c[nH]c3ccccc23)nc2ccccc21	-1	-11	-10	-30	8	-10	-26	-20
52	CN(Cc1ccco1)C(=O)CSc1nc(C2CC2)n(-c2ccccc2)n1	-2	2	2	6	-6	3	-18	-32
53	COc1ccc(OCc2cc(C(=O)N3CCCN(C(C)=O)CC3)no2)c(Cl)c1	13	-22	12	0	-3	3	-20	-43
54	CCCCCCCCn1c(=O)c(C(=O)OCC)c(O)c2ccccc21	-4	-3	-8	-10	-4	-16	7	-12
55	COc1ccc(OC)c(NC(=O)Cn2c(CCC(=O)O)ccc2-c2ccccc2)c1	2	-5	-6	2	-1	12	2	15
56	Cc1cccc(NC(=O)CSc2nnc(NC(=O)c3ccco3)s2)c1	-4	-6	-4	6	-3	9	-8	12
57	CCCCCC(=O)Nc1cc(S(=O)(=O)O)cc2cc(S(=O)(=O)O)cc(O)c12	1	0	-3	-10	nt	nt	nt	nt
58	Cn1c(C(=O)NCCN2CCOCC2)cc2c(=O)n(C)c3ccccc3c21	-2	-1	-4	0	14	-35	-5	6
59	Cc1nn(C(C)C(=O)Nc2ccc(Cl)cn2)c(C)c1[N+](=O)[O-] (centres undefined)	2	-7	4	-12	3	22	2	11
60	Cc1cccc(C2=NN(c3ccccc3)[C@@H](C(=O)N3CCOC3=O)[C@@H]2C)c1	15	0	3	2	nt	nt	nt	3
61	CC(=O)c1ccc(NC(=O)C2CCCN(S(=O)(=O)c3cccc4nonc34)C2)cc1 (centres undefined)	9	-6	-2	6	-5	-11	-1	0
62	Cc1nn2c3ccccc3n(CC(=O)c3cccs3)c2nc1=O	17	-3	6	-6	9	5	-2	7
63	COc1cccc(CN(C)CC(=O)Nc2ccccc2C(=O)Nc2ccccc2)c1	11	9	-8	4	-3	27	11	3
64	C=CCC1C=C(C)CC(CC=C)N1 (centres undefined)	-6	2	-3	0	2	2	-8	2
65	S=C1c2ccccc2CN1c1ccccc1	18	-26	-1	2	29	12	-15	-36
66	Cc1ccccc1-c1nc(Cc2ccccc2)no1	16	-79	-5	14	1	13	-84	-103
67	CC(C)OC(=O)CCc1nc2ccccc2[nH]c1=O	5	7	-9	-13	34	-1	-7	-4
68	CCOC(=O)N1CCN(C(=O)c2cc3c(s2)-c2ccccc2OC3)CC1	14	3	6	82*	20	6	-1	19
69	CC(=O)c1cccc(NC(=S)N2CCC(Cc3ccccc3)CC2)c1	18	1	-4	13	-1	-13	-6	-13
70	CC(=O)NS(=O)(=O)c1ccc2c(c1)C(=O)c1cc(S(=O)(=O)NC(C)=O)ccc1-2	18	0	8	-11	-10	6	7	-11
71	CCOc1cc(C2C(C(=O)N3CCCCC3)=C(C)NC3=C2C(=O)CC(C)(C)C3)ccc1O (centres undefined)	6	3	-1	4	-12	-7	2	-9
72	COc1cc(NC(=O)CN2CCN(c3ccccc3F)CC2)cc(OC)c1	19	-11	-4	15	-10	-8	4	-4
73	NS(=O)(=O)c1ccc(NC(=O)CCCC(=O)O)cc1	3	-6	2	9	4	4	-6	9
74	CCCN1C=CC(=CC=C(C#N)C#N)C=C1	13	11	6	0	-158	0	-5	5
75	CCN(C(=O)CSc1nnc(-c2ccco2)n1Cc1ccccc1)C1CCS(=O)(=O)C1 (centres undefined)	2	-4	10	-7	4	5	-17	17

# (list continues)
item	SMILES	CCR6 antagonist	Gli-Sufu antag	CXCR6 inh	EBI2 block	UBC13 inh	APJ antagonist	Jurkat NFkB inh	697 NFkB inh
76	COC(=O)CNC(=O)C1CCCN1C(=O)OC(C)(C)C (centres undefined)	17	4	9	5	-4	6	2	-4
77	CC(Oc1ccccc1F)C(=O)NNC(=O)c1cccc(S(=O)(=O)N2CCN(C)CC2)c1 (centres undefined)	-5	6	1	-9	-6	-48	-15	-22
78	O=C(CCCOc1ccccc1)Nc1cccnc1	7	-2	-7	-6	7	3	-7	2
79	O=C(COc1cccc2ccccc12)N/N=C/c1ccc(Sc2nc3ccccc3s2)o1	9	5	-3	-2	-12	-8	6	-26
80	Nc1nonc1-n1nnc(C(=O)N/N=C/c2ccco2)c1CSc1ccccc1	7	17	-7	7	-7	5	-10	-24
81	COc1cc(/C=N/n2nnnc2N)ccc1OCC(N)=O	13	25	-2	-5	-2	-16	-3	6
82	Cc1cc(OCCCC(=O)NC2=NCCS2)ccc1Cl	9	8	-6	-4	10	9	-6	8
83	CCc1cc(-c2n[nH]c(CCC(=O)O)c2-c2nc3ccccc3n2C)c(O)cc1O	4	0	-1	0	8	-13	-12	9

# Source: PubChem BioAssay
